DAGLB inh = blocks human DAGLB lipase activity; inhibition, % at 5.17 µM; Q8NCG7; 340,000 compounds, 0.059% hits; HEK293T DAGLB membrane lysate, EnzChek fluorogenic substrate; AID 504411; in the data active = inhibition above about 34%;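 also: 0% = enzyme with vehicle and 100% = wells lacking enzyme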
Target sequence (Q8NCG7 whole entry, looked up): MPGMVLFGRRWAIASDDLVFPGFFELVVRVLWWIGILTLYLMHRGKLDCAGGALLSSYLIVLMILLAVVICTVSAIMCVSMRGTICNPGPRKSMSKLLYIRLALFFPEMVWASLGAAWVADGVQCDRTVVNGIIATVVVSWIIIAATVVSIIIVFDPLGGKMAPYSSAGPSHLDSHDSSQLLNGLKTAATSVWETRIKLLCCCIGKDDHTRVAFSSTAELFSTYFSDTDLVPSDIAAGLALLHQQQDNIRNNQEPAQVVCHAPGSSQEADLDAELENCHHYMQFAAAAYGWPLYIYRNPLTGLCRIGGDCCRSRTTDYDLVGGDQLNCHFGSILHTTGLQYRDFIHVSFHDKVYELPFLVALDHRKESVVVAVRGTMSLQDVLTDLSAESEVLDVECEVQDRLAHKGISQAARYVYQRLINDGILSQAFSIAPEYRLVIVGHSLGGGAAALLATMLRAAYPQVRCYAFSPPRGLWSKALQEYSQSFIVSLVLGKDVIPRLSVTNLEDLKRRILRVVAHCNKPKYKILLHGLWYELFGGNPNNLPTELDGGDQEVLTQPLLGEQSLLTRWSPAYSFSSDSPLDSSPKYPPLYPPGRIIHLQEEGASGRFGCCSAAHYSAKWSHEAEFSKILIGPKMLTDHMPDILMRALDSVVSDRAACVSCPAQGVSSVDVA
CAL PDZ FP-1 = human CAL PDZ-peptide interaction inhibition. purified CAL PDZ, TMR-peptide fluorescence polarization, 1 h. inhibition, % at 20 µM. 330,000 compounds, 0.02% hits. AID 504414;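 active = highest replicate inhibition of at least 40%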;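 also: plate controls were DMSO neutral control wells for no effect and unlabeled competitor peptide control wells for full effect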
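material = purified tagged CAL PDZ domain construct (CerCALP) | buffer or medium = sodium phosphate/NaCl buffer pH 7.4 with TCEP, IgG, Thesit | reagent = TMR-labelled reporter peptide T*-PRC34 bound in PDZ groove | incubation = 1 h room-temperature incubation prior to read | measured by = fluorescence polarization (mP) | evaluation = percent inhibition from loss of millipolarization | control set = unlabelled peptide and DMSO controls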
Rtt109 HAT inh = C. albicans Rtt109 histone acetyltransferase inhibition | Q5AAJ8 | purified Rtt109/Vps75, ThioGlo CoA-SH fluorescence, 4 h | inhibition, % at 34.9 µM | 330,000 compounds, 0.16% hits;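 active = inhibition of at least 50% in every replicate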
LANA DNA inh = blocks KSHV LANA C-terminal domain binding to DNA; MBP-C-LANA/FAM-LBS DNA binding, fluorescence polarization; inhibition, % at 9 µM; 340,000 compounds, 0.078% hits; AID 504423;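 active = highest replicate inhibition at or above 60% at 9 µM, even if other replicates fall short; inactive = all replicates below 60% inhibition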;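 also: 0% = neutral control wells and 100% = 4 µM acridine orange control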
CAL PDZ FP-2 = CAL PDZ (human) peptide binding inhibition; inhibition, % at 24.9 µM; Q9HD26; AID 602252; purified CAL PDZ, TMR-peptide fluorescence polarization, 1 h; 300,000 compounds, 0.92% hits;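 active = mean inhibition of at least 30% with at least half of replicates also reaching 30%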;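 also: 0% = DMSO neutral control and 100% = excess unlabeled competitor peptide PRC23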
PKA-R2B act = activators of human PKA-R2B complex. P22694+P31323. PKA-R2B holoenzyme dissociation, Cy5-IP20 fluorescence polarization; R2B truncated from residue 108, S112A mutant; 0% DMSO only, 100% 113 µM cGMP. 340,000 compounds, 0.079% hits. activation, % at 11.4 µM. AID 504700;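 active = activation above a cutoff set at the mean over all compounds plus 3 SD, cut at about 18% in these data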;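 also: higher means more holoenzyme dissociation and a rise in polarization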
Target sequence (P31323 whole entry, looked up, other chains not shown, the tested form may be a part): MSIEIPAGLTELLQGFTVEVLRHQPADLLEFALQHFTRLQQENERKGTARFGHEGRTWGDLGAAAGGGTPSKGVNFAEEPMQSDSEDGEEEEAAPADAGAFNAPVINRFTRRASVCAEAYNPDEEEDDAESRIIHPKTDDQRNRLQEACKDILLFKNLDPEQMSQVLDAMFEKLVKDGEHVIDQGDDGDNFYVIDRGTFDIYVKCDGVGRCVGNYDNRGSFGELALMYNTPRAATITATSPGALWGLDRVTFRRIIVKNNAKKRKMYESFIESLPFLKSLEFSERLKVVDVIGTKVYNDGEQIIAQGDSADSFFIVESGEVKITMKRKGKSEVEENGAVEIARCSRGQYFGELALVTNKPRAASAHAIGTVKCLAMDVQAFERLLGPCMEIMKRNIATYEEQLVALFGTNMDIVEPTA
SR-BI DiI-HDL act = activators of SR-BI mediated HDL lipid uptake. CHO ldlA[mSR-BI] cells, DiI-HDL uptake fluorescence, 3 h; 100 = double the neutral-control signal. activation, % at 12.5 µM. 320,000 compounds, 0.096% hits. AID 504775;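 active = mean replicate activation of at least 60% and every replicate at or above 60%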;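 also: 0% = median plate neutral-control signal and 100% = twice that signal; values of inactives mirror those of a sister screen read the other way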
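Material: SR-BI-overexpressing, LDLR-lacking CHO cells | Dosing: Single compound concentration, delivered by pin transfer | Probe or stimulus: Labelled HDL, 10 µg/mL | Signal: Bottom-read cell fluorescence after medium removal, ex 550/em 595 nm | Schedule: 3 h, 37 °C | Evaluation: HDL uptake via cellular fluorescence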
Keap1 Nrf2 FP = inhibitors of human Keap1-Nrf2 protein-protein interaction | 340,000 compounds, 0.15% hits | Q14145 | inhibition, % at 9.4 µM | Keap1 Kelch-Nrf2 peptide fluorescence polarization, 1536-well; in the data active = inhibition above about 12%;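 also: human Keap1 Kelch domain with fluorescein labeled Nrf2 9mer peptide probe; 0% = neutral control wells and 100% = peptide positive control; higher means more block of Keap1 binding to Nrf2 peptide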
RTF Ca sens act = increases calcium sensitivity of human cardiac regulated thin filaments; P19429+P45379; IANBD-labeled TnC RTF fluorescence at EC20 calcium; 0% EC20 calcium, 100% full calcium; activation, % at 7.2 µM; 340,000 compounds, 0.24% hits; AID 493008;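 active = activation above the mean over all tested compounds plus 3 SD, cut at about 30% in these data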;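 also: rise in fluorescence read as greater calcium sensitivity of cardiac thin filaments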
RTF Ca sens inh = cardiac RTF calcium desensitization; P19429+P45379; IANBD-labeled cardiac RTF, Ca2+ fluorescence; inhibition, % at 7.15 µM; 340,000 compounds, 0.12% hits; AID 493244;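 active = inhibition above the mean inhibition of all tested compounds plus 3 SD, cut at about 17% in these data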;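 also: assay run at fixed EC70 calcium of 1.6 mM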
Active calls of the source: *; . = not tested or not shown.

SMILES	DAGLB inh	CAL PDZ FP-1	Rtt109 HAT inh	LANA DNA inh	CAL PDZ FP-2	PKA-R2B act	SR-BI DiI-HDL act	Keap1 Nrf2 FP	RTF Ca sens act	RTF Ca sens inh
Cc1ccc(NC(=O)CCNC(=O)Nc2ccccc2)cc1S(=O)(=O)N(C)C	1	-0.4	-18	-1.0	-2	-3	0	-5	-3	-8
O=C(NCC(=O)N(c1ccccc1F)C(C(=O)NC1CCCC1)c1cccnc1)c1ccco1 (centres undefined)	-1	-0.5	1	-1.6	-3	-6	.	1	-7	2
Cc1ccc(OCC(=O)NCCCNC(=O)c2ccco2)cc1C	0	-1.0	-3	-0.4	.	8	.	-3	-1	-18
CCCNC(=O)C1CNc2ccccc2O1 (centres undefined)	1	0.2	4	-0.7	-1	6	17	0	2	2
COc1ccc(N=Nc2cc(-c3ccccc3)ccc2O)cc1	0	-0.5	-2	0.3	.	4	-16	1	2	-9
Cc1ccsc1C(=O)OCC(=O)NCC1CCCO1 (centres undefined)	1	-0.3	-7	-0.6	0	1	29	1	2	-3
Cc1cc(NC(=O)CCC(=O)N(Cc2ccco2)C(C(=O)NCC2CCCO2)c2ccncc2)no1 (centres undefined)	-1	-2.9	0	0.6	-1	-1	10	-3	2	-5
Cc1cc(C(C)(C)C)oc1C(=O)N(CC(=O)NC1CCCC1)Cc1ccc(F)cc1	-1	0.1	9	0.4	1	5	-31	-7	6	-1
CCN(CC(=O)Nc1cc(Cl)ccc1C)C(=O)COc1cccc2c1OC(C)(C)C2	-2	-2.7	-9	0.3	0	-6	-31	-5	1	8
COc1ccc(OC)c(S(=O)(=O)Nc2ccc(-c3ccc4nncn4n3)cc2)c1	0	-2.9	-12	1.6	-9	-7	5	-3	-8	-7
O=C(CSc1ccc(-c2cccc([N+](=O)[O-])c2)nn1)NC1CCCC1	-2	-1.6	-13	1.6	-3	-3	21	1	-1	-3
CC(CNC(=O)COC(=O)c1ccco1)c1ccccc1 (centres undefined)	-1	0.2	-3	1.5	1	3	5	1	1	-8
O=C(CC1S/C(=N/N=C/c2ccco2)NC1=O)Nc1ccccc1 (centres undefined)	2	0.3	0	0.1	-4	-6	-17	0	1	-7
Cc1c(Cl)cccc1NC(=S)N(CCCN1CCOCC1)Cc1ccco1	-1	-2.4	17	-0.5	-4	-5	20	0	-4	7
C[C@H](NC(=O)[C@H](Cc1ccccc1)n1c(=O)[nH]c2ccccc2c1=O)C(=O)N1CCC[C@H]1C(=O)O	-3	-0.1	12	-0.3	-1	-4	23	-2	7	-4
CC(OC(=O)c1ccc2c(c1)OCCO2)C(=O)c1ccccc1 (centres undefined)	-6	-0.4	-10	0.4	.	-2	37	3	-5	-9
Cc1ccc(C(=O)NCC(=O)OCCOc2ccccc2Cl)cc1	-5	-2.3	56*	0.8	1	-8	34	0	-5	-10
COc1cc(=O)n(C)c2c(OCC3OC(C)(C)OC3(C)C)cccc12 (centres undefined)	-5	-0.5	12	0.6	4	-1	-2	-3	-3	-2
O=C(CSc1nnc(-c2ccc(Cl)cc2)n1-c1ccc(Cl)cc1)N/N=C/c1ccco1	1	-1.8	-1	0.8	6	-9	-33	-4	5	-6
Cc1ccc(Sc2cc(C(=O)c3ccccc3C(=O)O)ccc2[N+](=O)[O-])cc1	12	.	3	-0.7	-2	0	-6	-3	-1	0
COc1ccc(-c2nc(NC(=O)c3ccc(OCC(=O)Nc4ccc(F)cc4)c(OC)c3)sc2C)cc1	0	-0.7	-1	1.5	0	-10	-32	-5	3	3
CCCCCCOC(=O)/C=C/c1c(C)[nH]c(=O)[nH]c1=O	0	-0.9	4	-1.4	-5	-4	-7	-2	-3	1
COc1cccc(-c2cc(C(F)(F)F)nc(N3CCN(c4ccccc4)CC3)n2)c1	-1	-1.0	-10	2.3	5	8	-45	-3	7	-22
O=C(NCCc1c[nH]c2ccccc12)/C(=C\c1cccnc1)NC(=O)c1cccs1	1	-2.2	-2	-1.7	-4	-10	-21	-2	-2	-3
CC(Oc1cc2oc(=O)cc(-c3ccccc3)c2cc1Cl)C(=O)NCC1CCC(C(=O)O)CC1 (centres undefined)	1	0.3	11	-3.2	3	-4	6	-3	10	-1

Sorted by SMILES length (highest first): 15 of the compounds above.
SMILES	DAGLB inh	CAL PDZ FP-1	Rtt109 HAT inh	LANA DNA inh	CAL PDZ FP-2	PKA-R2B act	SR-BI DiI-HDL act	Keap1 Nrf2 FP	RTF Ca sens act	RTF Ca sens inh
C[C@H](NC(=O)[C@H](Cc1ccccc1)n1c(=O)[nH]c2ccccc2c1=O)C(=O)N1CCC[C@H]1C(=O)O	-3	-0.1	12	-0.3	-1	-4	23	-2	7	-4
CC(Oc1cc2oc(=O)cc(-c3ccccc3)c2cc1Cl)C(=O)NCC1CCC(C(=O)O)CC1 (centres undefined)	1	0.3	11	-3.2	3	-4	6	-3	10	-1
O=C(NCC(=O)N(c1ccccc1F)C(C(=O)NC1CCCC1)c1cccnc1)c1ccco1 (centres undefined)	-1	-0.5	1	-1.6	-3	-6	.	1	-7	2
Cc1ccc(Sc2cc(C(=O)c3ccccc3C(=O)O)ccc2[N+](=O)[O-])cc1	12	.	3	-0.7	-2	0	-6	-3	-1	0
Cc1cc(C(C)(C)C)oc1C(=O)N(CC(=O)NC1CCCC1)Cc1ccc(F)cc1	-1	0.1	9	0.4	1	5	-31	-7	6	-1
COc1cccc(-c2cc(C(F)(F)F)nc(N3CCN(c4ccccc4)CC3)n2)c1	-1	-1.0	-10	2.3	5	8	-45	-3	7	-22
O=C(CSc1ccc(-c2cccc([N+](=O)[O-])c2)nn1)NC1CCCC1	-2	-1.6	-13	1.6	-3	-3	21	1	-1	-3
COc1cc(=O)n(C)c2c(OCC3OC(C)(C)OC3(C)C)cccc12 (centres undefined)	-5	-0.5	12	0.6	4	-1	-2	-3	-3	-2
O=C(CC1S/C(=N/N=C/c2ccco2)NC1=O)Nc1ccccc1 (centres undefined)	2	0.3	0	0.1	-4	-6	-17	0	1	-7
CC(OC(=O)c1ccc2c(c1)OCCO2)C(=O)c1ccccc1 (centres undefined)	-6	-0.4	-10	0.4	.	-2	37	3	-5	-9
Cc1ccc(OCC(=O)NCCCNC(=O)c2ccco2)cc1C	0	-1.0	-3	-0.4	.	8	.	-3	-1	-18
COc1ccc(N=Nc2cc(-c3ccccc3)ccc2O)cc1	0	-0.5	-2	0.3	.	4	-16	1	2	-9
CC(CNC(=O)COC(=O)c1ccco1)c1ccccc1 (centres undefined)	-1	0.2	-3	1.5	1	3	5	1	1	-8
Cc1ccsc1C(=O)OCC(=O)NCC1CCCO1 (centres undefined)	1	-0.3	-7	-0.6	0	1	29	1	2	-3
CCCNC(=O)C1CNc2ccccc2O1 (centres undefined)	1	0.2	4	-0.7	-1	6	17	0	2	2

Next records follow:
SMILES	DAGLB inh	CAL PDZ FP-1	Rtt109 HAT inh	LANA DNA inh	CAL PDZ FP-2	PKA-R2B act	SR-BI DiI-HDL act	Keap1 Nrf2 FP	RTF Ca sens act	RTF Ca sens inh
Cc1cc(C)cc(-n2c(C)cc(C(=S)N3CCOCC3)c2C)c1	-5	-0.7	9	0.5	.	1	-36	-1	-7	5
CCN(CC)CCNC(=O)c1ccc(NC(=O)/C=C/c2cc(OC)c(OC)c(OC)c2)cc1	-1	-8.9	.	-1.5	-18	-5	-22	-1	-9	1
COC(=O)c1cn(NC(=O)c2ccc(F)cc2)c(=O)c2ccccc12	-1	-2.5	-5	3.1	1	-2	-12	-1	5	-8
NC(=O)C12C(=O)NC(=O)C1(C(=O)O)C21CCCC1 (centres undefined)	-1	-1.3	1	-0.7	3	-3	12	-4	-4	-5
Cc1cc(Br)cc(Cl)c1OC(=O)c1cnccn1	2	-4.4	-4	1.1	-1	7	.	-1	-1	-36
COc1ccc(/C=N/n2c(SC)nnc2-c2ccccc2)c(OC)c1OC	-6	-4.0	3	0.5	-4	-18	-46	0	8	4
C=CCN1C(=O)C(CC(=O)NCC)SC1=Nc1ccccc1CC (centres undefined)	-4	-0.1	-4	-0.3	-3	1	12	6	-3	-7
O=C(COC(=O)c1ncc(Cl)c(Cl)c1Cl)NNC(=O)c1ccccc1	-5	-0.2	0	-2.2	-2	-2	5	-3	3	1
CC(=O)Nc1ccc(S(=O)(=O)NCc2ccc(C(=O)NCc3ccc(Cl)cc3)cc2)cc1	-1	-3.0	-1	0.2	1	8	-23	-5	0	-14
CCOC(=O)C1CCN(C(=O)c2ccc3c(Cl)c4c(nc3c2)CCCC4)CC1	-1	-2.7	-6	0.6	-2	-1	3	2	2	-14
CC(=O)Nc1ccc(S(=O)(=O)NCC(=O)NNC(=O)c2csc(N3CCOCC3)n2)cc1	0	-0.5	-1	-1.0	.	-2	2	-4	-3	-10
N#CC(=C1CCCC1)c1nc(-c2ccc(Cl)cc2)cs1	-19	-1.6	-5	0.3	1	-7	-65	-6	7	2
CCCCN1C(=N)N([C@@H](CCC)CN2CCC[C@H]2CN2C(N)=NC[C@H]2C(C)C)C[C@H]1[C@H](C)CC	-4	-2.2	3	2.8	-3	0	9	-2	0	-6
COc1ccc(CC(=O)N/N=C(\C)CC(=O)Nc2ccc(N(C)C)cc2)cc1OC	-1	0.0	10	0.4	.	-2	.	2	-1	3
CN(C)S(=O)(=O)c1ccc2c(c1)nc(CCC(=O)O)n2C	-2	0.0	-2	-3.2	-2	-6	14	-4	-3	-7
CC(=O)c1cccc(CN2CCN(CCC(C)C)C(CCO)C2)c1 (centres undefined)	1	-1.0	12	0.7	-4	-1	20	-4	2	4
O=C1NC2=C(C(=O)CCC2)C(c2ccc([N+](=O)[O-])cc2)N1 (centres undefined)	1	-1.7	0	0.6	.	5	.	-9	-1	-16
CCOc1ccc(OCCC(=O)N2CCN(S(=O)(=O)c3ccc(OCC)cc3)CC2)cc1	-3	-2.2	3	-0.6	2	-6	5	0	5	-1

Two compounds from above with just CAL PDZ FP-2, Keap1 Nrf2 FP and LANA DNA inh.
Structure	CAL PDZ FP-2	Keap1 Nrf2 FP	LANA DNA inh
COc1ccc(CC(=O)N/N=C(\C)CC(=O)Nc2ccc(N(C)C)cc2)cc1OC	.	2	0.4
CCOc1ccc(OCCC(=O)N2CCN(S(=O)(=O)c3ccc(OCC)cc3)CC2)cc1	2	0	-0.6

As entered above:
`Cc1cc(C)cc(-n2c(C)cc(C(=S)N3CCOCC3)c2C)c1` in PKA-R2B act = 1
`CC(=O)Nc1ccc(S(=O)(=O)NCc2ccc(C(=O)NCc3ccc(Cl)cc3)cc2)cc1` in SR-BI DiI-HDL act = -23

Bioassay records as filed in PubChem BioAssay.
